Source: PubChem BioAssay (The Scripps Research Institute Molecular Screening Center)
GAA850 FXN act: activators of GAA850 frataxin (FXN) promoter. HEK293 lucGAA850 FXN promoter luciferase reporter, 24 h; percent of 10 µM SAHA response. activation, % at 6 µM. 360,000 compounds, 0.56% hits. AID 540364;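 active = activation above the average of all compounds screened plus 3 SD, cutoff fixed separately per campaign, cut at about 7.5% in these data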;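 note: 0% = DMSO wells and 100% = 10 µM SAHA wells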
ADAM10 inh: ADAM10 inhibition, QFRET primary screen; O14672; recombinant ADAM10, EDANS/DABCYL FRET peptide cleavage, 3 h; inhibition, % at 7 µM; 370,000 compounds, 0.62% hits; AID 720582;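 active = inhibition above a per-campaign cutoff equal to the mean of compounds falling between control-based bounds plus 3 SD, cut at about 20% in these data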;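 note: 0% = DMSO wells while the 100% control is not disclosed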
ssDAF-12 act: activates DAF-12 receptor from parasite S. stercoralis; HEK293 ssDAF-12/GRIP1 lit1-tk-luc reporter, luminescence; % of 3 µM dafachronic acid response; activation, % at 6.8 µM; 370,000 compounds, 1% hits;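 active = activation above the mean over all tested compounds plus 3 SD, cut at about 0.9% in these data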;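 note: 0% = DMSO-only wells and 100% = 3 µM delta7-dafachronic acid wells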
PLC-beta3 inh: blocks human PLC-beta3 enzyme activity | Purified PLC-beta3, fluorogenic substrate, fluorescence | inhibition, % at 12.2 µM | 370,000 compounds, 0.18% hits | AID 720704; in the data active = inhibition above about 11%;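 note: 0% = median of compound wells on plate and 100% = full blocker control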
DAX1 inh-1: inhibitors of human orphan nuclear receptor DAX1 (NR0B1) | P51843 | HEK293 Gal4-DAX1 luciferase reporter, luminescence | inhibition, % at 6.75 µM | 340,000 compounds, 0.99% hits | AID 504766;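 active = inhibition above the mean over all tested compounds plus 3 SD, cut at about 4.2% in these data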;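 note: 0% = DAX1-transfected cells with DMSO and 100% = empty-vector control cells with DMSO; inhibition shows as a rise in luminescence from relieved DAX1 repression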
Target sequence (P51843 207-470 limits assumed): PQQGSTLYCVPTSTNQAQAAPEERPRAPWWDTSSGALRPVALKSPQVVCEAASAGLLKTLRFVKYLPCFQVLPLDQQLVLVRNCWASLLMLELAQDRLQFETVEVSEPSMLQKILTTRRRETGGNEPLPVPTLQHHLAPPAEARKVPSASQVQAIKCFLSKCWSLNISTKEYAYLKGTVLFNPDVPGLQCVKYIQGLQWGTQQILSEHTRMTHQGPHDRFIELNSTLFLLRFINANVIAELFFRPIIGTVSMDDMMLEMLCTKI
HGIII-sPLA2 inh: Inhibits HGIII-sPLA2 liposome hydrolysis, primary screen; 370,000 compounds, 0.56% hits; QFRET BODIPY PC-A2 liposome hydrolysis, fluorescence; inhibition, % at 12.2 µM; Q9NZ20;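 active = inhibition above mean plus 3 SD of compounds lying within the high and low control bounds, cut at about 19% in these data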;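 note: 0% = median of test compound wells and 100% = no enzyme DMSO wells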
hcDAF12 agonist: activators of H. contortus DAF-12 nuclear receptor | HEK293 hcDAF-12 lit1-tk-luc reporter, luminescence; 0% DMSO, 100% Δ7-dafachronic acid | activation, % at 6.8 µM | 370,000 compounds, 1.4% hits | AID 652067;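 active = activation above the mean of all tested compounds plus 3 SD, cut at about 5.5% in these data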;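 note: 100% = response to 3 µM Δ7-dafachronic acid high control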
ADAM17 inh: inhibitors of human ADAM17. 370,000 compounds, 0.83% hits. P78536. recombinant ADAM17, EDANS/DABCYL FRET peptide cleavage. inhibition, % at 6.95 µM. AID 720648;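 active = inhibition above the mean of compounds lying between control limits plus 3 SD, set per campaign, cut at about 8.5% in these data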;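 note: 0% = DMSO-only wells as the low control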
Target sequence (P78536 215-824 limits assumed): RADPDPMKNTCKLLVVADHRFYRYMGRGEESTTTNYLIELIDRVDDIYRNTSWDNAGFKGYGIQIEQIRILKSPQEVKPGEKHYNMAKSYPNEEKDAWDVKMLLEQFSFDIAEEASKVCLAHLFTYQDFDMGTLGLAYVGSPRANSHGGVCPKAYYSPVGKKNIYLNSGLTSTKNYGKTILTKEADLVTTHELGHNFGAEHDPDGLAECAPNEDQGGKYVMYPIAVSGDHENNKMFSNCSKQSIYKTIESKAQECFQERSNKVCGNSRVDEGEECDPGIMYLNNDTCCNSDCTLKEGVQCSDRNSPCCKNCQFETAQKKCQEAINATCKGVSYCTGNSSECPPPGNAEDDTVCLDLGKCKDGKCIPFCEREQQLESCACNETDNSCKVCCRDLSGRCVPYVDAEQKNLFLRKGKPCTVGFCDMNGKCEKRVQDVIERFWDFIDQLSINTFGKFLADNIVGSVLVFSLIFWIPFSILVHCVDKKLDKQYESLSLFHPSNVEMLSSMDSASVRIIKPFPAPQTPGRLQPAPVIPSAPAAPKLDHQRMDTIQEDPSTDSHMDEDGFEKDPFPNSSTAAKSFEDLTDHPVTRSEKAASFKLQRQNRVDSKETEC
hgDAF12 agonist: activates the H. glycines DAF-12 receptor ligand-binding domain; HEK293 GAL4-hgDAF12 UAS-luciferase reporter, agonist luminescence; normalized to butyrate control; activation, % at 6.8 µM; 370,000 compounds, 1.8% hits; AID 687014;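 active = activation above a cutoff set at the mean of all screened compounds plus 3 SD, cut at about 10% in these data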;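 note: 0% = DMSO wells and 100% = sodium butyrate wells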
PLCg1 inh: inhibitors of human phospholipase C gamma1; AID 720700; 370,000 compounds, 0.84% hits; purified PLC-gamma1, fluorogenic substrate, fluorescence; P19174; inhibition, % at 12.2 µM; in the data active = inhibition above about 9.5%
DAX1 inh-2: blocks DAX1 repression of SF-1 activated StAR promoter. HEK293T StAR-luciferase reporter, SF-1/DAX-1 repression relief. inhibition, % at 6.8 µM. 370,000 compounds, 1.1% hits. AID 652010;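 active = inhibition above the mean over all tested compounds plus 3 SD, cut at about 3.6% in these data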;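 note: 0% = DAX-1 cells with DMSO and 100% = cells lacking DAX-1 with DMSO; higher inhibition means more luminescence from relief of DAX-1 repression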
Starred values were filed as active, the others as inactive; i = inactive; x = not tested or not shown; & = joins results of further samples. This is a random part of the collection. Share with any hit: about 6.9%.

SMILES	GAA850 FXN act	ADAM10 inh	ssDAF-12 act	PLC-beta3 inh	DAX1 inh-1	HGIII-sPLA2 inh	hcDAF12 agonist	ADAM17 inh	hgDAF12 agonist	PLCg1 inh	DAX1 inh-2
Cc1cc(C(=O)COC(=O)c2ccc(N)c([N+](=O)[O-])c2)c(C)n1Cc1ccc2c(c1)OCO2	3.3	-3.5	-1.5	-10.7	0.2	0.7	1.2	-7.4	-1.1	-0.4	0.1
Cc1ccc(CNC(=O)c2ccc(S(=O)(=O)N(C)C)cc2)n1C	2.3	-13.6	-0.8	-15.5	-0.7	2.8	1.0	-5.7	-2.4	-11.8	-0.2
COC(=O)C1=C(C)N(Cc2ccc(OC)cc2)C(=O)/C1=C\c1ccco1	3.8	5.3	-1.8	-12.9	-0.7	-6.2	1.5	-1.0	-1.1	-9.4	0.0
CCOC(=O)CC/C(=N\NC(N)=O)c1ccc(OC)c(Cl)c1	2.7	-2.2	-1.5	-0.2	-0.5	11.8	-1.7	-1.9	1.0	7.4	0.4
CSCCC(NS(=O)(=O)c1ccc(Cl)cc1)C(=O)OCC(=O)N1CCCc2ccccc21 (centres undefined)	-2.1	3.1	-1.4	0.0	-0.6	-15.7	-1.3	3.4	-4.0	-0.7	-1.2
CCOc1ccc(C(F)(F)F)cc1NC(=O)COc1ccc(C(F)(F)F)cc1[N+](=O)[O-]	2.4	-3.1	-0.6	2.3	-0.1	-1.7	-1.4	-2.6	1.2	4.7	-0.3
CCCCN(C)C(=O)c1ccc2c(c1)NC(=O)C(C)(C)O2	x	0.3	-0.9	-1.9	x	3.2	-1.1	-2.1	2.5	0.0	-0.7
CCCCNC(=S)Nc1ccc2nc(N3CCN(CC)CC3)cc(C)c2c1	2.1	-132.1	-1.3	-36.0	0.4	2.6	0.7	-37.4	4.4	-26.6	0.6
Cc1ccc(N2CC(C)Cn3c2nc2c3c(=O)[nH]c(=O)n2C)cc1 (centres undefined)	2.9	2.6	0.4	-6.5	-0.1	15.2	0.2	-4.2	-0.7	2.0	0.0
COc1cc(C2C3=C(COC3=O)OC(C)(C)Oc3cc4c(cc32)OCO4)cc(OC)c1OC (centres undefined)	-2.0	-2.9	-0.4	1.4	-0.1	-2.3	-0.9	1.6	-5.2	-1.3	4.1*
Cc1cc(Cl)c(S(=O)(=O)NC2CCCCC2)cc1OCC(=O)Nc1nncs1	-1.5	9.0	-1.3	3.4	-0.1	-4.3	-1.6	-1.9	-4.2	-0.2	-1.0
CN1c2ccc(-c3cccc(F)c3)cc2[C@H]2[C@H](CCN2S(=O)(=O)c2cccc(F)c2)[C@H]1CO	x	-17.7	-1.6	-8.9	x	2.2	-0.8	-6.0	-1.2	-8.4	0.7
CCC(C(=O)NCc1ccccc1)n1c(CSCCOc2ccccc2)nc2ccccc21 (centres undefined)	x	-3.4	-2.7	3.4	x	7.0	-7.3	2.4	-15.9	2.0	-3.1
CC(C)COc1ccc(-c2nn(-c3ccccc3)cc2CO)cc1	-1.1	11.9	-1.1	-9.1	0.7	-27.1	0.5	6.5	0.0	-0.1	-0.2
CC1C(=O)N2CCCc3cc(NS(C)(=O)=O)cc1c32 (centres undefined)	1.8	-12.2	-1.0	-12.8	1.3	1.5	0.9	-8.2	2.5	-0.4	0.1
Cc1ccc2nc3c(cc(C#N)c(=O)n3-c3nccs3)c(=O)n2c1	-2.0	i	0.1	-485.1	0.1	2.3	0.6	i	2.5	-412.1	0.6
COc1cccc(NC(=O)N2C3CCCC2CC(NC(C)=O)C3)c1 (centres undefined)	-2.2	0.2	-0.9	-3.2	0.3	1.5	-2.2	0.5	-0.8	3.0	0.2
CC1(C)CC(NC(=O)COc2cc3oc(=O)c4c(c3cc2Cl)CCC4)CC(C)(C)N1	1.0	-46.2	-1.5	-7.1	0.2	0.3	-0.2	-15.0	4.3	-1.2	-0.9
O=C1CSc2ccc(C(=O)O)cc2N1	2.9	2.6	-0.5	3.1	-0.2	-0.2	-0.6	-0.6	-1.3	1.7	0.1
Cc1cc(Br)cc2cn[nH]c12	0.3	6.3	-1.5	-0.2	-0.4	3.1	-0.4	-4.0	2.6	-2.2	1.3
N#CC1=C(N)Oc2n[nH]c(-c3cccs3)c2C1c1cccnc1 (centres undefined)	-1.9	-6.3	-0.7	-10.6	-0.3	0.8	2.1	-4.6	0.0	-4.3	-0.7
O=C(O)CC1S/C(=N\N=C/c2ccccc2)N(c2ccc(O)cc2)C1=O (centres undefined)	1.3	-2.8	-1.7	3.6	-0.8	-18.4	-1.4	-1.4	-1.2	1.3	0.5
Cc1cc(NC(=O)/C=C/c2ccc(F)cc2)n(-c2nc3ccccc3[nH]2)n1	0.3	-7.1	-0.7	4.9	0.5	-4.6	2.0	0.3	1.4	5.3	0.3
O=C(NNC(=S)NCc1ccc(Cl)cc1)c1ccc(Br)o1	1.6	-0.6	-0.9	-11.0	-0.2	16.0	0.1	-3.7	5.0	-2.1	-2.0
CCOC(=O)C1=C(CCc2ccccc2)NC(=O)NC1c1ccc(C#N)cc1 (centres undefined)	0.1	-0.1	-1.4	-7.2	-1.4	-6.9	-1.9	-2.5	1.0	-3.9	-0.3
COc1cccc(OC)c1C(=O)N1CCN(Cc2ccccc2C)CC1	-2.7	14.7	-1.3	4.9	0.1	9.3	-2.0	0.5	3.6	3.1	-0.6
Cc1c([N+](=O)[O-])cc(C(=O)N2CCOCC2)cc1[N+](=O)[O-]	-1.2	1.2	-1.5	0.9	-0.7	5.1	-1.2	-3.1	4.7	1.6	-0.3
O=C(c1ccc(-c2ccccc2Cl)o1)N1CCC1	2.6	5.9	-0.1	-3.4	0.8	-6.5	1.1	-1.4	8.3	-0.6	5.1*
COc1ccc(CCCc2nnc(SCC(=O)Nc3cc(C)c(C)cc3Br)o2)cc1	-3.1	9.1	-1.5	3.0	0.7	-11.3	0.1	2.4	-1.9	4.7	0.1
CCC(=O)Nc1ccc(NCc2cccs2)cc1	0.6	-10.1	-0.7	-11.3	-0.1	0.2	1.2	-3.8	0.4	-8.3	0.4
O=C(Nc1ccc(F)cc1F)NC1CCN(Cc2c(F)cccc2Cl)CC1	-0.1	2.3	-1.7	-0.5	-3.1	-3.3	-1.9	-1.4	-2.5	-1.5	-0.6
CC(=O)Oc1ccccc1C1OC(=O)c2ccccc2N1C(C)=O (centres undefined)	2.4	-15.5	-1.3	1.5	0.4	12.0	-1.2	-1.4	1.1	2.5	1.2
COc1ccc(-n2c(O)c(C=NC3CC3)c(=O)[nH]c2=O)cc1	1.1	2.7	-1.1	5.2	-1.1	9.0	-0.8	-0.7	1.9	6.8	-0.1
O=C(CSc1nnc(CNC(=O)c2cccs2)o1)c1ccccc1	0.9	-1.4	-0.7	1.4	-0.3	-15.0	0.4	-3.2	0.4	-1.7	-0.6
CCC(C)[C@H](NC(=O)NCCCOC(C)C)C(=O)OC (some centres undefined)	1.6	-7.7	0.0	-2.6	1.0	4.1	-1.2	-4.4	0.8	-0.7	0.0
c1ccc(CSC2=NCCS2)cc1	-0.2	0.1	-1.6	1.3	0.1	-1.0	-0.6	-1.4	4.9	-2.1	2.4
COc1ccc(-n2c(SC)nc(O)cc2=O)cc1	-2.7	4.3	-0.9	0.8	0.5	2.3	-0.7	0.2	0.7	3.5	0.0
CCOC(=O)C1=NOC(C(=O)NCCO)(C(=O)C2CC2)C1 (centres undefined)	x	-21.0	-1.2	1.4	x	12.1	-2.4	-7.2	0.8	2.5	-0.7
CCN(CC)CCNC(=O)CCn1c(=S)[nH]c2cc3c(cc2c1=O)OCO3	-2.0	4.4	-0.8	1.9	-0.9	1.4	-0.5	0.7	1.2	2.6	0.8
Cc1sc2ncn(CC(=O)NCc3ccccc3)c(=O)c2c1C	0.6	0.2	-1.5	-8.7	0.9	8.2	-2.3	-1.6	-1.9	-0.8	0.3
O=c1cc(CSc2nnc(COc3ccccc3)n2-c2ccccc2)c2ccccc2[nH]1	1.0	7.1	-1.4	3.3	-1.2	-14.8	0.4	3.5	-1.9	2.9	0.2
CN(C)C(CNC(=O)CNC(=O)c1ccc(Br)cc1)c1ccccc1 (centres undefined)	0.0	-0.3	-1.9	-2.0	-0.5	1.2	-1.6	-7.4	1.1	0.1	1.1
COc1cc(C)c(S(=O)(=O)n2nnc3ccccc32)cc1C	0.1	-5.9	-0.1	-3.2	-0.3	0.0	-0.2	-8.8	1.7	4.4	0.0
COc1ccc(CNC(=O)c2cc(-c3cc(C)ccc3O)n[nH]2)cc1	1.3	6.4	-0.7	-3.8	0.1	-18.4	-0.7	-0.3	0.8	-1.1	0.2
Cc1sc2c(c1C)c(=O)nc1scc(CC(=O)O)n12	-0.1	9.8	-1.5	1.3	1.4	3.2	-0.1	2.1	2.2	-0.9	-1.1
Cc1cccn2c(=O)c3cc(C#N)c(=NC(=O)c4ccccc4)n(Cc4ccco4)c3nc12	0.1&2.3	i	-1.7	i	0.3&1.0	-2.3	-1.2	i	2.9	i	-0.2
CCOc1cc(C)nc(N2CCN(C3CCCCC3)CC2)n1	1.0	1.2	-1.2	-0.7	-0.6	-1.9	-1.0	-2.7	0.2	1.5	0.5
CCCCn1nnnc1C(c1ccccc1)N1CCCN(Cc2ccc(F)cc2)CC1 (centres undefined)	x	-13.9	-1.1	1.4	x	0.0	-0.9	-1.8	1.0	1.2	-0.5
COc1ccccc1CN(C)C(=O)c1sccc1-c1ccccc1	-0.9	6.6	-1.1	-3.8	-0.3	-1.0	-2.2	0.2	-2.5	-0.5	-2.1
C[C@H](NC(=O)c1[nH]cnc1C(=O)Nc1ccc(Cl)cc1)c1ccccc1	-0.2	15.9	-0.9	9.0	1.6	-7.9	2.3	6.9	0.1	4.9	0.3
(list continues)
SMILES	GAA850 FXN act	ADAM10 inh	ssDAF-12 act	PLC-beta3 inh	DAX1 inh-1	HGIII-sPLA2 inh	hcDAF12 agonist	ADAM17 inh	hgDAF12 agonist	PLCg1 inh	DAX1 inh-2
COCCN(CCOC)S(=O)(=O)c1ccc(C(=O)Nc2sc3c(c2C(N)=O)CCCCC3)cc1	1.6	-5.2	-1.6	-10.1	2.8	-3.9	-0.9	-2.2	-0.6	-6.3	-0.2
Cn1c(CCCOc2ccc(Cl)cc2Cl)n[nH]c1=S	5.8	5.5	-1.4	-3.3	-0.1	10.2	-0.5	0.7	7.7	2.5	0.2
O=C(/C=C/c1ccccc1Cl)Nc1ccc(-c2nnc3n2CCCCC3)cc1	1.2	10.0	-1.5	3.9	-0.8	0.8	0.6	-0.2	1.6	2.5	1.1
COc1ccc(C(=O)NCCN2C(=O)S/C(=C\c3cccnc3)C2=O)c(OC)c1OC	-0.8	-3.5	-1.3	-1.6	-1.3	-1.4	-1.6	0.7	0.0	-2.7	-0.3
